# M. tuberculosis: growth inhibition of non-replicating M. tuberculosis (AID 488890) | Mycobacterium tuberculosis non-replicating, growth inhibition; higher % means a stronger effect | inhibition, % at 25 µM; hits with a dose series show IC50 in µM | actives 0.39% (n = 320,000); in the data active means a potency from the dose series; inconclusive means inhibition mostly from about 82% at the one dose, without a potency; inactive means the rest, 99 in 100 with inhibition below about 76%;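 further: plate controls were DMSO cells for no effect and high antibiotic wells for full effect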
# influenza NS1A: H1N1 influenza NS1A inhibitors, functional cell based assay (AID 504329); NS1A functional cell-based assay, percent inhibition; higher % means a stronger effect; inhibition, % at 12.5 µM, or IC50 in µM where a hit was titrated; actives 0.3% (n = 340,000); in the data active means a potency from the dose series; inconclusive means inhibition above about 27% without an active follow-up result; further: strong numbers were not always called active
# VEEV TC-83 Vero: inhibitors of VEEV TC-83 cytopathic effect, confirmation, Vero cells (AID 588727) | Vero cells, VEEV TC-83 cytopathic effect inhibition; higher % means a stronger effect | inhibition, % at 20 µM, or IC50 in µM where a hit was titrated | actives 0.13% (n = 350,000); in the data active means a potency from the dose series; inconclusive means inhibition mostly from about 14% at the one dose, without a potency; inactive means the rest, 99 in 100 with inhibition below about 12%; further: strong numbers were not always called active
# M. tuberculosis HTS: M. tuberculosis growth inhibition, HTS (AID 449762); M. tuberculosis H37Rv growth inhibition, 7H9 media; higher % means a stronger effect; inhibition, % at 25 µM; hits with a dose series show IC50 in µM; actives 0.59% (n = 330,000); in the data active means a potency from the dose series; inconclusive means inhibition above about 70% without an active follow-up result;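 further: bacterial growth assessed after seven days of incubation; strong numbers were not always called active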
# PhoP GFP inhibition: PhoP regulon inhibitors, Salmonella typhi PhoP promoter GFP reporter, confirmatory (AID 1850). actives 0.33% (n = 310,000). inhibition, % at 50 µM; hits with a dose series show IC50 in µM. Salmonella Typhi PhoP-promoter GFP reporter, fluorescence, 4 h; higher % means a stronger effect; in the data active means a potency from the dose series; inconclusive means inhibition mostly from about 25% at the one dose, without a potency; inactive means the rest, 99 in 100 with inhibition below about 19%;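 further: 0% = induced wells with vehicle and 100% = uninduced wells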
# VEEV TC-83 Vero 10K pilot screen: also measured in VEEV TC-83 Vero; calls as there; inhibition, %; measured here: 10K pilot screen inhibition
# Starred values were filed as active, the others as inactive; i = inactive; ? = inconclusive; . = not tested or not shown.
SMILES,M. tuberculosis,influenza NS1A,VEEV TC-83 Vero,M. tuberculosis HTS,PhoP GFP inhibition,others
Cc1ccc(C(=O)NNC(=O)CSc2nnc(-c3ccncc3)n2C)cc1,6.7%,6.5%,2.2%,-6.9%,15.3%,
CCOC(=O)c1c(NC(=O)C2C3C=CC(CC3)C2C(=O)O)sc(C)c1C (stereo not drawn),-5.0%,-2.8%,0.7%,7.3%,2.9%,
CC(C)C12NC(=O)NC(=O)N1CCS2 (stereo not drawn),.,-0.5%,i,.,.,
Cc1ccc(S(=O)(=O)CCC(=O)c2ccc(F)cc2)cc1,?,19.1%,2.7%,?,-8.3%,
Cn1c(CC(=O)Nc2ccccc2)c(Sc2ccccc2)c2ccccc21,6.9%,-17.5%,0.4%,6.7%,-5.0%,VEEV TC-83 Vero 10K pilot screen=1.3
CC(C)C[C@H](NC(=O)C1(c2ccccc2)CCN(C(=O)OC(C)(C)C)CC1)C(=O)N1CCC[C@H]1C(=O)O,-6.3%,6.2%,2.9%,-5.9%,-1.9%,
CCC(=O)c1ccc(OCC(=O)Nc2ccc(N3CCCCC3)cc2)cc1,65.9%,-12.0%,2.2%,-2.1%,.,
COc1ccccc1OCC(=O)Nc1ccccn1,-8.2%,-10.3%,i,3.6%,-3.8%,
Cc1ccc(OCC(O)CNCc2ccccc2)cc1C (stereo not drawn),24.1%,9.8%,i,2.1%,11.8%,
CCN(CC)S(=O)(=O)c1ccc(O)c(NC(=O)c2ccc(N3CCOCC3)c([N+](=O)[O-])c2)c1,15.1%,22.6%,1.6%,3.3%,-5.4%,
N/C(=N\OC(=O)Cc1ccccc1[N+](=O)[O-])c1ccccn1,-8.0%,-3.4%,1.3%,0.5%,18.7%,
CCOC(=O)/C(C#N)=C/c1cc2cc(C)c(C)cc2nc1Cl,?,10.3%,0.1%,6.1%,10.7%,
CCOC(=O)CSc1cc(CSc2ccccc2)nc(-c2ccccc2)n1,55.1%,-2.8%,4.5%,7.0%,-5.5%,
CC1(OC(=O)c2ccco2)C(=O)C=C2C=C(c3ccsc3)OC=C2C1=O (stereo not drawn),-4.2%,.,.,-7.5%,-1.1%,
COc1cc2c(cc1OC)CN(CC(=O)Nc1ccccc1SC)CC2,12.4%,1.9%,1.1%,-0.2%,-6.5%,
CCCCNS(=O)(=O)c1ccc(NC(=O)C(Sc2ccccc2)c2ccccc2)cc1 (stereo not drawn),25.1%,6.6%,1.6%,-4.4%,-2.5%,
CC1(C(=O)N2CC3(CC(c4cccc(NC(=O)CC(c5ccccc5)c5ccccc5)c4)=NO3)C[C@@H]2C(N)=O)CC1 (stereo partly drawn),47.0%,-2.5%,0.7%,8.8%,-1.3%,
CCOC(=O)C(C)Oc1ccc(C2NC(=O)NC(C)=C2C(=O)Nc2ccccc2C)cc1 (stereo not drawn),.,-6.9%,0.1%,.,.,
CCN(CC)S(=O)(=O)c1cc(NC(=O)COc2ccc(C#N)cc2OC)ccc1C,18.3%,0.4%,8.5%,3.9%,-4.1%,
O=C1[C@H]2[C@H]3[C@H](O)[C@H](O)C/C(=N\OC[C@@H](O)COCc4ccco4)[C@@H]3CC[C@H]2C(=O)N1c1ccc(F)cc1F,-14.7%,.,.,-12.6%,-24.9%,
Cc1ccc(C(=O)N/C(=C\c2ccc(F)cc2)C(=O)NCc2ccncc2)cc1,-8.0%,5.2%,i,2.5%,-6.1%,
CC(On1nnc2ccc(S(=O)(=O)N3CCOCC3)cc21)C(=O)Nc1ccccc1F (stereo not drawn),-0.3%,-15.4%,7.8%,-0.7%,-4.5%,
CC(=O)c1ccc(NC(=S)NC(C)CCc2ccccc2)cc1 (stereo not drawn),?,4.3%,i,5.0%,1.5%,
COc1ccc(CCN2CC(C(=O)NCC3(O)CCCCC3)CCC2=O)cc1 (stereo not drawn),-5.0%,6.0%,i,-12.8%,-5.1%,
O=C(Nc1ccc(Cl)cn1)C1CCCN1S(=O)(=O)c1ccccc1 (stereo not drawn),8.2%,-0.4%,i,-7.0%,3.6%,
CCS(=O)(=O)c1ncc(CO)n1CCc1ccccc1,6.4%,2.0%,5.0%,-5.0%,3.6%,
O=C(CCN1C(=O)c2cccc3cccc(c23)C1=O)N1CCN(c2ccccc2F)CC1,9.6%,2.9%,i,6.1%,-5.4%,VEEV TC-83 Vero 10K pilot screen=1.1
CC1CN(C(=O)CNC(=O)Cc2cccc3ccccc23)CC(C)O1 (stereo not drawn),-13.8%,-15.0%,1.9%,-4.2%,.,
COC(=O)C1=C(C)OC(N)=C(C#N)C1c1c(C)nn(-c2ccccc2)c1Cl (stereo not drawn),5.1%,-0.4%,6.9%,-2.6%,0.7%,
Oc1ccc(CN2CCN(c3ccccc3)CC2)c2cccnc12,9.7%,59.1µM*,i,?,147µM*,
CC1C/C(=N\Nc2ccc(S(N)(=O)=O)cc2[N+](=O)[O-])CC(C)(C)C1 (stereo not drawn),10.8%,8.9%,1.4%,-0.4%,-4.5%,
N#Cc1c(-c2cccs2)nc(SCC(=O)c2cccs2)[nH]c1=O,-8.8%,3.8%,0.7%,-5.0%,-5.6%,
Clc1ccc(-c2nnc3n2-c2ccccc2SC3)cc1,15.4%,7.2%,1.1%,-3.9%,1.1%,
COc1ccccc1CNC(=O)COc1ccc2c(c1)CCC2,29.8%,-8.1%,i,1.6%,4.3%,
O=S1(=O)CCOC[C@H](Cc2ccccc2)N1Cc1ccc(F)cc1,9.7%,-15.2%,0.7%,9.7%,10.6%,
COc1ccc(CCN2C(=O)NC(NS(=O)(=O)c3ccccc3)(C(F)(F)F)C2=O)cc1OC (stereo not drawn),-5.7%,-12.8%,i,-8.9%,8.0%,
COC(=O)c1cn(-c2ccccc2)c(C)c1C(=O)OC,-17.5%,5.4%,i,-4.0%,6.5%,
CC(C)N(CC(N)=O)C(=O)Cc1coc2cc3c(cc12)CCC3,23.4%,-7.0%,i,6.7%,1.0%,
O=C(NC1CCSc2ccccc21)c1cccc(OC(F)F)c1 (stereo not drawn),10.7%,7.1%,i,20.1%,-9.2%,
O=C(c1cc(-c2cccs2)on1)N1CCN(c2ccccc2)CC1,50.3%,-52.2%,0.8%,1.8%,1.4%,
Cc1cc(C(=O)Nc2sc3c(c2C#N)CCC(C(C)(C)C)C3)no1 (stereo not drawn),49.7%,-0.7%,3.5%,-1.4%,-5.5%,
CC(C)c1ccccc1NC(=S)NC1CCCCC1,?,-1.9%,i,0.2%,-8.8%,
CC1CCCCN1Cc1nc2ccccc2c(=O)[nH]1 (stereo not drawn),1.1%,16.2%,i,-6.3%,-8.8%,
CCNC(=S)N1CCN(c2ncccn2)CC1,-11.6%,-0.5%,0.0%,-3.7%,-4.8%,
Cc1ccc(NC(=O)COC(=O)CCc2c[nH]c(=O)[nH]2)cc1,23.9%,7.3%,0.0%,-9.6%,15.4%,
CC(C)(C)NS(=O)(=O)c1cccc(S(=O)(=O)c2cccc(S(=O)(=O)NC(C)(C)C)c2)c1,24.6%,.,.,-7.9%,-0.5%,
O=C(Nn1cnnc1)C1CCCN1S(=O)(=O)c1ccc(F)cc1 (stereo not drawn),-6.9%,7.5%,0.5%,-1.4%,-4.5%,
CCCn1c(=S)[nH]c2cc(C(=O)N3CCN(C4CCCCC4)CC3)ccc2c1=O,56.1%,4.4%,0.4%,10.6%,-17.1%,
COc1ccc(/C=N\NC(=O)c2ccccc2F)cc1COc1ccc(F)cc1F,8.4%,-8.7%,7.3%,?,-7.8%,
Cc1ccc(C(=O)CCC(=O)NN2C(=O)NC3(CCCCC3)C2=O)cc1,-6.9%,-2.3%,0.8%,3.5%,7.0%,
CC(=O)N1c2ccc(S(=O)(=O)N3CCCC(C(=O)NCc4ccccc4)C3)cc2CC1C (stereo not drawn),7.7%,7.5%,i,-1.6%,.,
FC(F)(F)C1=CC(c2ccccc2)=NCCN1,-6.9%,2.2%,0.1%,6.2%,-8.9%,
CCN1CCN(C(=O)C2CCN(Cc3cc(Cl)ccc3O)CC2)CC1,-8.3%,-1.8%,i,-1.0%,9.3%,
CCS(=O)(=O)c1ccc2oc(SCC(=O)N3c4ccccc4CC3C)nc2c1 (stereo not drawn),12.7%,0.7%,i,-14.9%,6.5%,
Cc1cccc(C)c1NC(=S)N1CCCN(C)CC1,2.3%,1.8%,0.1%,-0.6%,6.0%,
COc1ccc2oc(C(=O)OCC(=O)Nc3cc(S(=O)(=O)N4CCOCC4)ccc3OC)c(C)c2c1,1.3%,-12.4%,0.2%,0.6%,-9.3%,
COC(=O)CCN1CCC2CC1c1cc(-c3cccc(C)c3)ccc12 (stereo not drawn),.,17.9%,0.1%,.,.,
Cc1ccccc1CN(CC1CCC(C(=O)O)CC1)C(=S)Nc1ccccc1F (stereo not drawn),-3.7%,1.2%,2.5%,-4.4%,-1.7%,
Cc1cc(C)c(S(=O)(=O)/N=C2\C=C(Nc3ccc(C(=O)O)cc3)C(=O)c3ccccc32)c(C)c1,41.2%,20.8µM*,i,14.2%,13.3%,
Cn1c(=O)n(Cc2ccc(Cl)cc2)c(=O)c2c1nc1n2CCN1Cc1ccco1,31.6%,2.3%,4.3%,-7.4%,1.6%,

# Reprinted at random: seven records from the list.
SMILES,M. tuberculosis,influenza NS1A,VEEV TC-83 Vero,M. tuberculosis HTS,PhoP GFP inhibition,others
CCN(CC)S(=O)(=O)c1cc(NC(=O)COc2ccc(C#N)cc2OC)ccc1C,18.3%,0.4%,8.5%,3.9%,-4.1%,
Cc1ccc(OCC(O)CNCc2ccccc2)cc1C (stereo not drawn),24.1%,9.8%,i,2.1%,11.8%,
Cc1ccc(C(=O)CCC(=O)NN2C(=O)NC3(CCCCC3)C2=O)cc1,-6.9%,-2.3%,0.8%,3.5%,7.0%,
CCC(=O)c1ccc(OCC(=O)Nc2ccc(N3CCCCC3)cc2)cc1,65.9%,-12.0%,2.2%,-2.1%,.,
CCCn1c(=S)[nH]c2cc(C(=O)N3CCN(C4CCCCC4)CC3)ccc2c1=O,56.1%,4.4%,0.4%,10.6%,-17.1%,
COc1cc2c(cc1OC)CN(CC(=O)Nc1ccccc1SC)CC2,12.4%,1.9%,1.1%,-0.2%,-6.5%,
COc1ccccc1CNC(=O)COc1ccc2c(c1)CCC2,29.8%,-8.1%,i,1.6%,4.3%,

# Other compounds:
SMILES,M. tuberculosis,influenza NS1A,VEEV TC-83 Vero,M. tuberculosis HTS,PhoP GFP inhibition,others
COC(=O)CC1C(=O)NCCN1C(=O)Nc1cccc(Cl)c1 (stereo not drawn),-3.4%,-12.1%,i,-3.6%,-2.5%,
CCOC(=O)c1cccnc1SCC(=O)NCc1ccccc1,9.8%,-0.8%,i,-1.1%,-2.6%,
NC(=O)C1CCN(C(=O)c2ccc3ccccc3c2)CC1,-0.2%,-5.9%,1.6%,5.2%,7.8%,
CCOC(=O)c1ccccc1NS(=O)(=O)c1ccccc1,50.7%,8.0%,i,5.0%,-0.9%,
Cc1ncsc1C(=O)N1CCCC(C(=O)c2ccc3ccccc3c2)C1 (stereo not drawn),4.5%,9.0%,4.7%,2.9%,-3.1%,
Cc1ccc(CNc2nc3ccccc3n3cnnc23)cc1,4.7%,-12.8%,0.1%,-11.5%,.,

# Screening data from PubChem BioAssay.
